LMNA splice mod – modulators of lamin A splicing; HeLa LMNA splicing GFP/RFP minigene ratio, 48 h; Potency, µM (top dose mostly 46.1 µM), for inactives: at the top dose ratio change, negative = inhibition, actives largely listed as inhibitors; actives 0.01% (n = 200,000); active = well fitted inhibition curve with a large enough effect in the signal ratio, with a control signal flat, not every such curve was filed as active; inconclusive = small, poorly fitted or top-dose-only effect, or effect the other way, or a change in a side signal; the % refers to the signal ratio
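Read-out is the ratio of GFP to DsRed2 object intensity, acquired by 488 nm laser-scanning cytometry on HeLa lamin A-EGFP minigene reporter cells. Compound incubation 48 hrs at 37 °C in Opti-MEM with 2% FBS; DMSO 0.5% final.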
TR SRC2 fluor cs – counter-screen for TRb-SRC2 inhibitors: fluorescence interference; TRb/SRC2 Texas Red total fluorescence interference; Potency, µM (series often up to 106 µM), for the others: at the top dose fluorescence change, negative = quenching; actives 0.29% (n = 280,000); AID 1479; active = well fitted curve in either direction with a large enough effect; inconclusive = small, poorly fitted or top-dose-only effect
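Human TRβ ligand-binding domain (0.6 uM) and Texas Red SRC2 peptide (20 nM) in Tris buffer with 1 uM T3 and 5% DMSO were incubated with pinned compound for 5 hr at ambient temperature. Total fluorescence was computed as S + 2P (555/632 nm).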
TRb-SRC2 inh – TRbeta-SRC2 interaction inhibition. P10828. Potency, µM (highest dose often 106 µM), inactives show at the highest dose activity change, negative = inhibition, most hits filed as inhibitors. TRbeta-SRC2 peptide binding, fluorescence polarization; receptor liganded with 1 µM T3. actives 0.065% (n = 280,000); active = well fitted inhibition curve with a large enough effect; inconclusive = small, poorly fitted or top-dose-only effect, or effect the other way;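 note: plate controls were bound peptide for no effect and peptide without receptor for full effect; nearly all actives have a fitted effect of over 50% in size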
Target sequence (P10828 whole entry, looked up): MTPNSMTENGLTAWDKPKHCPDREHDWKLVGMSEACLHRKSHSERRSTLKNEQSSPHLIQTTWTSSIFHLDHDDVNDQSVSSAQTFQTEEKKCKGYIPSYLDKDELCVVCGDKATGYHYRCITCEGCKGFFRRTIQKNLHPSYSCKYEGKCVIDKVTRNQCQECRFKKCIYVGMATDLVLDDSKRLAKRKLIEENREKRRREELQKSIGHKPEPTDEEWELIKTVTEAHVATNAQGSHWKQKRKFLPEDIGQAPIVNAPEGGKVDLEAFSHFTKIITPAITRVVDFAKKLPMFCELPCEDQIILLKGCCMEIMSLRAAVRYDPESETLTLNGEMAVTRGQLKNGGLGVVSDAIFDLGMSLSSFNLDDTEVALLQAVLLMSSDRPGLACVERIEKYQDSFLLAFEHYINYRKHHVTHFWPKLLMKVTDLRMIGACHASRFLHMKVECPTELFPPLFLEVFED
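Compounds were added to 0.6 uM TRb ligand-binding domain and 20 nM Texas Red-labeled SRC2 peptide in Tris buffer containing 1 uM T3, incubated 5 hr at ambient temperature, then read by fluorescence polarization.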
An asterisk follows results filed as active; u = inconclusive; [ ] = another dose, or the depositor's remark. Unless noted, % is set by controls: 0 for no effect and ±100 for the full control effect; potency is the fitted concentration of half-maximal effect.

SMILES	LMNA splice mod	TR SRC2 fluor cs	TRb-SRC2 inh
COc1cccc(CN2CCc3nc(Nc4ccc5c(c4)OCCO5)ncc3C2)c1	u	-2%	-5%
CC1CCN(S(=O)(=O)c2cc(C(=O)Nc3ccc(Br)cc3F)n(C)c2)CC1	13%[46 µM]	u	-2%
Cc1ccc(-n2ncc3c(NCCC4=CCCCC4)ncnc32)cc1C	-26%[46 µM]	-4%	0%
CCOc1ccccc1NC(=O)CSc1ccc2nc(-c3ccccc3)cn2n1	9%[46 µM]	0%	-6%
CCOc1ccc(CCNC(=O)c2cc(C)nc3c2c(C)nn3-c2cccc(F)c2)cc1	-6%[46 µM]	2%	12%
CCCN(CCC)S(=O)(=O)c1ccc(C(=O)Nc2cccc(-c3nc4ccccc4[nH]3)c2)cc1	-18%[46 µM]	-5%	2%
COc1ccc(S(=O)(=O)NCC(c2ccco2)S(=O)(=O)c2cccs2)cc1F (stereo unspecified)	u	0%	0%
Cn1c(SCC(=O)Nc2ccccc2)nnc1-c1ccccc1	8%[46 µM]	-20%	2%
CCC(=O)N1CCc2cc(CNS(=O)(=O)c3ccc(Cl)s3)ccc21	u	-3%	-4%
COC(=O)c1ccc(OC)c(CN2C(=O)N(c3ccc(C(C)=O)cc3)S(=O)(=O)c3ccccc32)c1	-11%[46 µM]	-3%	-1%
Cc1nn(-c2ccc3nnc(C)n3n2)c(C)c1CCC(=O)Nc1ccc(OC(F)(F)F)cc1	-4%[46 µM]	-2%	0%
CCOc1ccc(CNC(=O)c2ccc3c(c2)nc2n3CCOC2)cc1OC	2%[46 µM]	-2%	-3%
Cc1ccccc1-c1nc(SCC(=O)N(C)c2ccccc2)c2c(=O)n(C)c(=O)n(C)c2n1	u	1%	-2%
COc1ccc(CCNC(=O)C(=O)Nc2ccc(C)c(C)c2)cc1OC	6%[46 µM]	-3%	2%
CCN(CC)S(=O)(=O)c1ccc2c(c1)N(CC(=O)NCCCN1CCN(c3cc(C)ccc3C)CC1)C(=O)CO2	-21%[46 µM]	0%	-1%
CCOCCCn1c(SCC(=O)Nc2cccc(OC)c2)nc2ccccc2c1=O	u	0%	3%
Cc1cccc(-n2ncc(C(=O)NCc3ccccn3)c2C2CCN(C(=O)OC(C)(C)C)CC2)c1	u	-2%	-4%
COc1ccc(Cl)cc1NC(=O)N1CCC(CN2CCCCCC2)CC1	u	6%	-1%
CC(C)c1ccc(NC(=O)c2ccc(=O)n(Cc3ccccc3)c2)cc1	-17%[46 µM]	0%	-12%
O=C(NCC(c1ccc2c(c1)OCO2)N1CCN(c2ccccc2)CC1)C(=O)Nc1cccc(F)c1 (stereo unspecified)	5%[46 µM]	-6%	3%
O=C(Cn1c(=O)nc(-c2ccccc2F)c2cc(Cl)ccc21)N1CCN(c2ccccc2F)CC1	-11%[46 µM]	-2%	-6%
CCN(CC)CCNC(=O)c1ccc2c(=O)n3nc(Nc4ccccc4)sc3nc2c1	u	-9%	5%
O=C(COc1ccc(Cl)cc1)NCC(c1ccco1)S(=O)(=O)c1ccc(Cl)cc1 (stereo unspecified)	u	0%	3%
Cc1cc(C)cc(NC(=O)c2cn3c4c(ccc(Cl)c4c2=O)OC(C)C3)c1 (stereo unspecified)	6%[46 µM]	1%	-3%
O=C(Nc1ccc(C(=O)OCc2cc(=O)n3c4c(sc3n2)CCCC4)cc1)c1ccccc1	u	-1%	-3%
COc1ccc(C(=O)Nc2nnc(S(=O)(=O)N3CCC(C)CC3)s2)cc1OC	u	5%	-1%
COc1ccccc1N1CCN(CCCNC(=O)c2cnn(-c3ccccc3)c2C2CCN(C(=O)OC(C)(C)C)CC2)CC1	-13%[46 µM]	-2%	0%
Cc1ccc(CNC(=O)Cc2c(C(=O)O)c(C)cn2C)cc1	14%[46 µM]	0%	-5%
Cc1ccc(Cc2nc3ccccc3nc2SCC(=O)NCc2ccc(F)cc2)cc1	u	1%	2%
COc1ccc(-c2cn3nc(N4CCC(C(=O)Nc5ccc(Cl)cc5C)CC4)sc3n2)cc1	6%[46 µM]	-22%	3%
CCOc1ccccc1CNC(=O)c1cc2n(n1)CCCN(Cc1ccc(C)cc1)C2=O	u	-4%	-5%
COc1cccc(N2CCN(S(=O)(=O)c3cc(-c4cc(C)no4)ccc3C)CC2)c1	-6%[46 µM]	-4%	0%
CCn1c(SCc2ccccc2Cl)nc(=O)c2c(C(=O)OC)cc(C3CC3)nc21	u	-2%	4%
Cc1cccc(C(=O)Nc2ccc3nc(SCC(=O)N4CCCC4)sc3c2)c1	u	u	-1%
O=C(Nc1nc2ccc(S(=O)(=O)N3CCCC3)cc2s1)c1ccc(F)cc1	9%[46 µM]	-1%	7%
COc1ccc(OC)c(NC(=O)c2cc(S(=O)(=O)NCCc3ccc(Cl)cc3)ccc2F)c1	-6%[46 µM]	-1%	9%
Cc1ccc(S(=O)(=O)n2nc(C)c(S(=O)(=O)N3CCC(C)CC3)c2C)cc1	-1%[46 µM]	-3%	6%
O=C(CSc1nc(=O)n(CCN2CCOCC2)c2c1CCC2)Nc1ccccc1	6%[46 µM]	-2%	0%
CCc1nn2c(=O)cc(COC(=O)c3cccc(NC(=O)COc4ccccc4)c3)nc2s1	12%[46 µM]	0%	1%
COc1ccc(NC(=O)c2ccc3c(c2)sc2nc(-c4ccc(OC)cc4)cn23)cc1	u	-8%	3%
Cc1ccc(N(C)C(=O)c2noc3c2CCCCC3)cc1C	-6%[46 µM]	0%	-2%
CC(C)CCNc1ncnc2c1cnn2-c1cccc(Cl)c1	u	-2%	5%
Cc1ccccc1CSCc1ccc(C(=O)NCCc2ccccc2)o1	u	-2%	1%
CCOC(=O)C1=C(CN2CCN(c3ccc(C)cc3C)CC2)NC(=O)NC1c1ccc(OC)cc1 (stereo unspecified)	-18%[46 µM]	2%	1%
CCN(CC)CCNC(=O)C(=O)NCC(c1ccc2c(c1)OCO2)N1CCOCC1 (stereo unspecified)	-7%[46 µM]	-26%	3%
O=C(NCCc1ccccc1)C(=O)NCC(c1ccc2c(c1)OCO2)N1CCOCC1 (stereo unspecified)	11%[46 µM]	4%	3%
Cc1ccccc1CSc1nnc2[nH]c(=O)cc(C)n12	9%[46 µM]	1%	4%
CCOC(=O)c1c(C)sc(-c2c(-c3ccc(OC)c(F)c3)[nH]c3[nH]c(=O)[nH]c(=O)c23)c1O	u	-1%	7%
Cc1cccc(N2C(=O)CS(=O)(=O)C23C(=O)N(C)c2ccccc23)c1 (stereo unspecified)	u	0%	9%
COc1ccccc1CNC(=O)CSc1ncc(S(=O)(=O)c2ccc(C)c(Cl)c2)c(=O)[nH]1	5%[46 µM]	-2%	-9%
CCCCN1CCCc2cc(CN(CCCN3CCOCC3)C(=O)Nc3ccc(OCC)cc3)ccc21	u	-2%	-6%
COc1ccc(-n2ncc(C(=O)N3CCN(Cc4ccccc4)CC3)c2C2CCN(C(=O)OC(C)(C)C)CC2)cc1	1%[46 µM]	-2%	2%
CCOC(=O)c1c(S(=O)(=O)N2CCC(C(=O)N3CCN(c4ccc(F)cc4)CC3)CC2)c(C)n(C)c1C	6%[46 µM]	-14%	-1%
Cc1ccc(-c2nc(SCC(=O)Nc3cc(C)on3)c3c(=O)n(C)c(=O)n(C)c3n2)cc1	-25%[46 µM]	0%	-2%
COC(=O)c1ccc(CSc2nc3c([nH]c4ccccc43)c(=O)n2-c2ccc(Cl)cc2)o1	u	4%	6%
Cc1ccc(NCc2cccn2-c2nnc(N3CCCCCC3)s2)cc1	-1%[46 µM]	0%	7%
COCCCNC(=O)C(=O)NCC(c1ccc2c(c1)OCO2)N1CCOCC1 (stereo unspecified)	8%[46 µM]	-2%	7%
COc1ccc(NC(=O)c2cc(S(=O)(=O)N3CCCC3)ccc2OC)cc1	-2%[46 µM]	-6%	-7%
Cc1ccc(C)c(NS(=O)(=O)c2cc3c(cc2C)n(C)c(=O)c(=O)n3C)c1	9%[46 µM]	-4%	7%
O=S(=O)(Nc1cccc(Cl)c1)c1ccc2[nH]c3c(c2c1)CCCCCC3	u	126µM*[quencher]	-15%

Record cards (already shown):
Record of `CCCCN1CCCc2cc(CN(CCCN3CCOCC3)C(=O)Nc3ccc(OCC)cc3)ccc21` → LMNA splice mod = u; TR SRC2 fluor cs = -2%; TRb-SRC2 inh = -6%
Record of `CCOC(=O)c1c(S(=O)(=O)N2CCC(C(=O)N3CCN(c4ccc(F)cc4)CC3)CC2)c(C)n(C)c1C` → LMNA splice mod = 6%[46 µM]; TR SRC2 fluor cs = -14%; TRb-SRC2 inh = -1%
Record of `Cc1ccc(C)c(NS(=O)(=O)c2cc3c(cc2C)n(C)c(=O)c(=O)n3C)c1` → LMNA splice mod = 9%[46 µM]; TR SRC2 fluor cs = -4%; TRb-SRC2 inh = 7%

Continuation:
SMILES	LMNA splice mod	TR SRC2 fluor cs	TRb-SRC2 inh
COc1ccc(OCc2ccc(-c3nc(C#N)c(N4CCCCC4)o3)o2)cc1	u	-24%	1%
Cc1cc(NC(=O)Nc2nc3c(s2)CCCCCC3)ccc1Br	u	-3%	-11%
COc1ccc(CN(C(=O)COc2ccccc2OC)C2CCS(=O)(=O)C2)cc1 (stereo unspecified)	8%[46 µM]	-3%	0%
CCOC(=O)c1cccc(NC(=O)c2oc3c(c2C)-c2nn(CC)cc2CC3)c1	-16%[46 µM]	u	-2%
COc1ccc(-c2cn3nc(SCC(=O)Nc4ccc(C)c(Cl)c4)ccc3n2)cc1	u	1%	0%
COc1ccc(S(=O)(=O)NCC(c2ccco2)N2CCN(c3ccccc3)CC2)cc1OC (stereo unspecified)	1%[46 µM]	-1%	-4%
COC(=O)c1ccccc1NS(=O)(=O)c1cc2c(cc1C)N(C)CCO2	-27%[46 µM]	-24%	1%
CCOC(=O)c1c(S(=O)(=O)NCC(=O)N(C)c2ccc(C)cc2)c(C)n(C)c1C	1%[46 µM]	u	-25%
CCOC(=O)c1cnc(NCc2ccc(Cl)cc2)c2ccccc12	u	1%	-1%
Cc1ccccc1C(=O)OCc1cc(=O)n2nc(C3CCCCC3)sc2n1	-12%[46 µM]	-3%	0%
CCCN(C(=O)c1noc2c1COc1ccc(C)cc1-2)c1ccc(Cl)c(Cl)c1	22%[46 µM]	7%	3%
CC(C)Oc1ccc(CNC(=O)C2=Cc3ccccc3OC2)cc1	-5%[46 µM]	1%	10%
CCOc1cc(S(=O)(=O)NCCc2c(C)[nH]c3ccc(C)cc23)ccc1F	u	-3%	6%
O=C(c1cc2ccc3cccnc3c2[nH]1)N1CCCCC1	u	-6%	1%
COc1ccc(-c2cc(C(=O)NCCc3ccccc3)c3cc(C(C)C)ccc3n2)cc1	-4%[46 µM]	-1%	-2%
CCN(Cc1ccccc1)C(=O)Cn1c(=O)cc(C)c2c(C)nn(-c3cccc(F)c3)c21	6%[46 µM]	0%	4%
CC(=O)c1cc2c(cc1N/C(=N/S(=O)(=O)c1ccc(C)cc1)c1ccc(F)cc1)OCO2	3%[46 µM]	1%	-8%
Cc1nn(S(=O)(=O)c2ccccc2)c(C)c1S(=O)(=O)N1CCC(C)CC1	1%[46 µM]	-1%	-3%
CCCOC(=O)c1cccc(NC(=O)CSc2nnc3cc(C)c4ccccc4n23)c1	u	2.8µM*[quencher]	-20%
CCOC(=O)c1c(C)[nH]c(C)c1S(=O)(=O)N1CCC(C(=O)N2CCN(c3ccccc3F)CC2)CC1	u	-4%	0%
CCOC(=O)c1[nH]c(C)c(CCC(=O)N2CCN(c3cc(C)ccc3C)CC2)c1C	u	-3%	3%
CSc1cccc(NC(=O)N2CCN(c3cc(-c4noc(C)n4)ccc3C)CC2)c1	-10%[46 µM]	6%	4%
Cc1ncc(COC(=O)C(C)C)c2cc(C(=O)Nc3ccccc3C(F)(F)F)c(=O)oc12	u	0%	2%
O=C(NCCc1ccc(Cl)cc1)c1ccc(CS(=O)(=O)Cc2ccc(Cl)cc2)o1	-9%[46 µM]	-2%	-4%
CCc1ccc(NC(=O)CSc2nc(=O)n(Cc3ccco3)c3c2CCC3)cc1	21%[46 µM]	0%	-5%
COC(=O)c1cc(NS(=O)(=O)c2cc(Br)cc3c2N(C(C)=O)CC3)cc(C(=O)OC)c1	u	-3%	-2%

Of the compounds above, these have bromine.
SMILES	LMNA splice mod	TR SRC2 fluor cs	TRb-SRC2 inh
CC1CCN(S(=O)(=O)c2cc(C(=O)Nc3ccc(Br)cc3F)n(C)c2)CC1	13%[46 µM]	u	-2%
Cc1cc(NC(=O)Nc2nc3c(s2)CCCCCC3)ccc1Br	u	-3%	-11%
COC(=O)c1cc(NS(=O)(=O)c2cc(Br)cc3c2N(C(C)=O)CC3)cc(C(=O)OC)c1	u	-3%	-2%

An excerpt; count on the stated rates, not on these rows.
